Screening results from PubChem.
ALDH1A1 inh: inhibitors of human aldehyde dehydrogenase 1A1; 7.3% of 220,000 active; Potency, µM (highest dose often 75.3 µM), inactives show at the top dose activity, negative = inhibition, most hits filed as inhibitors; P00352; Purified ALDH1A1, NADH fluorescence, propionaldehyde substrate; AID 1030; active means well fitted inhibition curve with a large enough effect, not every such curve was filed as active; inconclusive means small, poorly fitted or top-dose-only effect, or another doubt; inactive means no such curve, though single readings can be large or run the other way;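 further: plate controls were no enzyme wells and a reference inhibitor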
GAA glycogen: alters human alpha-glucosidase cleavage of glycogen; Potency, µM (titrated, usually from 76.4 µM), inactives show top-dose activity change, negative = inhibition, actives largely listed as inhibitors; recombinant GAA, glycogen substrate, Amplex Red glucose oxidase fluorescence; 0.38% of 300,000 active; P10253;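 further: 0% = full enzyme reaction and -100% = no-enzyme basal signal; the screen sought inhibitors and activators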
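Natural-substrate format: glycogen cleavage by 4 nM human enzyme, glucose read by Amplex Red coupling (Ex 573, Em 610 nm). Normalized to enzyme and no-enzyme controls.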
RGS12 GoLoco inh: inhibitors of human Gai1-RGS12 GoLoco interaction (red fluorophore) | P63096 | Gai1:RGS12 GoLoco peptide FP, rhodamine, 10 min | Potency, µM (highest dose often 61.6 µM), inactives show at the highest dose activity, negative = inhibition, actives largely listed as inhibitors | 0.44% of 230,000 active; active means well fitted inhibition curve with a large enough effect, not every such curve was filed as active; inactive means no such curve, though single readings can be large or run the other way; further: on the % scale 0 is the no-effect control and ±100 the full control effect; nearly all actives have a fitted effect of over 30% in size; many of its hits are not listed in these tables
Target sequence (P63096 whole entry, looked up): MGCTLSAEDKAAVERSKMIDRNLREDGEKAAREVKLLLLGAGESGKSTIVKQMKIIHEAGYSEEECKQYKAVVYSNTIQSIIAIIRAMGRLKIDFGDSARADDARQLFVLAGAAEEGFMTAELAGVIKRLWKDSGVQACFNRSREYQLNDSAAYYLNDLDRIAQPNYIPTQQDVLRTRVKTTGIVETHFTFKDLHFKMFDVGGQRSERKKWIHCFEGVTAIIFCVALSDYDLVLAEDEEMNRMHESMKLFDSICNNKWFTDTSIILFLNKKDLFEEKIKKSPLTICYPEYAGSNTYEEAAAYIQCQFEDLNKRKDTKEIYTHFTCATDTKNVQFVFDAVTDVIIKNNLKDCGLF
GLA spleen mod: inhibitors or activators of human alpha-galactosidase in spleen homogenate | Potency, µM (highest dose often 80 µM), without a hit: at the top dose activity change, negative = inhibition, usual class: inhibitors | 0.008% of 240,000 active | P06280 | human spleen homogenate, 4MU-alpha-Gal fluorescence, 40 min | AID 2107;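 further: 0% = enzyme with vehicle and -100% = no enzyme basal signal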
Target sequence (P06280 32-429 limits assumed): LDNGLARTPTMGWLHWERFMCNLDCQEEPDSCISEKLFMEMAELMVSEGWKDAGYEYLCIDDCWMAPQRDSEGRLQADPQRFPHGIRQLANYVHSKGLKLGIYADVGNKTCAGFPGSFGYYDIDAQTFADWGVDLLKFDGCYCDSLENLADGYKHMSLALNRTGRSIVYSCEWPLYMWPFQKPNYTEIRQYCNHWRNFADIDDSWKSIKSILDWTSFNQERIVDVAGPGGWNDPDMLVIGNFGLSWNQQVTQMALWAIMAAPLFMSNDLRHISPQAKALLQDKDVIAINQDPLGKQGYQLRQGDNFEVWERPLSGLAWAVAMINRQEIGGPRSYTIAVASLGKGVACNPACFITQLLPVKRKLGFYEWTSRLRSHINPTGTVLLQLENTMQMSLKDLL
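qHTS titration in buffer at pH 5.0. Alpha-galactosidase activity in spleen homogenate was measured via 4-methylumbelliferone release from 1 mM fluorogenic substrate after 40 min at 37C and a pH 10 stop. AC50 came from Hill fits of control-normalized data.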
SMN2 splice up: SMN2 splice variant enhancement. Potency, µM (series often up to 46.1 µM), inactives show top-dose activity change, positive = activation, usual class: activators. 2.8% of 210,000 active. AID 1458. HEK293 SMN2-luciferase splicing reporter, luminescence, 30-36 h; further: % of control where 0% means no effect; nearly all actives have a fitted effect of over 55% in size
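HEK293 cells carry an SMN2 minigene-luciferase reporter in which exon 7 inclusion puts luciferase in frame. Cells were seeded at 2000 cells/well, attached for 10-12 hours, then exposed to compounds for 30-36 hours at 37C before ONE-Glo luminescence.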
JMJD2E inh: JMJD2E (human) inhibition. JMJD2E catalytic domain, FDH-coupled NADH fluorescence (FDH is formaldehyde dehydrogenase). Potency, µM (doses to about 57.1 µM), without a hit: top-dose activity change, negative = inhibition, hits mostly inhibitors. B2RXH2. 1.6% of 230,000 active. AID 2147; active means well fitted inhibition curve with a large enough effect, not every such curve was filed as active; inconclusive means small, poorly fitted or top-dose-only effect, or another doubt; inactive means no such curve, though single readings can be large or run the other way;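 further: 0% = wells with enzyme and -100% = buffer wells without enzyme; nearly all actives have a fitted effect of over 50% in size; many of its hits are not listed in these tables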
Target sequence (B2RXH2 1-337 limits assumed): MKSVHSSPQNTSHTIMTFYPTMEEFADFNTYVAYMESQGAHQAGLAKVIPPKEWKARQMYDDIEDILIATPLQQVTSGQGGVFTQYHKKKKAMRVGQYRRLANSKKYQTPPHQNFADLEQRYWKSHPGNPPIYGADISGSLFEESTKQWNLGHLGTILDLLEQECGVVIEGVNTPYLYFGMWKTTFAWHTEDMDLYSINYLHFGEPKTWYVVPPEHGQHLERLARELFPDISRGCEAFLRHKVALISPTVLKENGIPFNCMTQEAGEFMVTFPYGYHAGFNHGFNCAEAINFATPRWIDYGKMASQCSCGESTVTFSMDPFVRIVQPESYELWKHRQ
GAA inh: blocks human lysosomal alpha-glucosidase; P10253; purified human GAA, 4-MU-alpha-glucoside fluorescence; Potency, µM (titrated, usually from 76.9 µM), for inactives: at the top dose activity change, negative = inhibition, actives largely listed as inhibitors; 0.005% of 200,000 active;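 further: plate controls were uninhibited enzyme wells for no effect and no-enzyme background for full effect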
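Enzyme (4 nM final) mixed with compound (up to 77 uM), then 4-MU-alpha-D-pyranoside (400 uM final) added; 20 min at room temperature, pH 5.0. Reaction stopped at pH 10, fluorescence read, AC50 derived by Hill fit.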
GAA spleen mod: inhibitors or activators of human alpha-glucosidase in spleen homogenate; 0.006% of 240,000 active; P10253; human spleen homogenate, 4-MU-alpha-glucoside fluorescence; AID 2112; Potency, µM (series often up to 79.9 µM), without a hit: top-dose activity change, negative = inhibition, hits mostly inhibitors;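 further: 0% = enzyme with vehicle and -100% = no enzyme basal signal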
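AC50 values come from Hill-equation fits of concentration-response data, normalized to no-enzyme and full-activity controls. Enzyme source: 1 ug human spleen homogenate; 1 mM fluorogenic 4-MU glucoside, pH 5.0 citrate buffer, 37 C, 40 min.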
Numbers without * were called inactive; ? = inconclusive; nt = not tested or not shown; & = joins results of further samples; [ ] = remark or other dose. Unless noted, the call rests on the fitted dose curve; in most records, active means well fitted curve in the direction sought with a large enough effect; inconclusive means small, poorly fitted or top-dose-only effect, or another doubt; inactive means no such curve, though single readings can be large; an effect the other way counts as inactive or inconclusive. Potency means the concentration at half of the fitted maximal effect.

SMILES	ALDH1A1 inh	GAA glycogen	RGS12 GoLoco inh	GLA spleen mod	SMN2 splice up	JMJD2E inh	GAA inh	GAA spleen mod
CCn1nc(C(=O)OCc2cccc(S(=O)(=O)N(C)C)c2)c2ccccc2c1=O	nt	2%	0%	11%	nt	-9%	nt	1%
COCCNC(=O)C(=O)NCCN1CCOCC1	-1%	6%	-1%	0%	7%	3%	-13%	-18%
COc1ccccc1-n1c(SCC(=O)Nc2ccc(C)cc2)nc(O)cc1=O	?	-30%[76.3 µM]	173%[activator]	10%	-1%&-6%	-6%	-4%	-1%
C=CCn1c(SCC(=O)NC2CCS(=O)(=O)C2)nc2scc(C3CC3)c2c1=O (stereo not given)	-4%	8%	8%	-3%	-2%	0%	7%	-8%
CSc1nnc(-c2cc3c(s2)-c2ccccc2CC3)o1	?	-4%	-2%	?	18µM*	?	?	?
COc1ccc2c(c1)C(SCC(=O)NCCc1ccc(Cl)cc1)CC(C)(C)O2 (stereo not given)	-1%	-7%	-4%	-6%	-33%[inhibitor]	-9%	?	-9%
FC(F)(F)c1ccc(Cl)c(-n2c(Cc3cccs3)n[nH]c2=S)c1	nt	?	-9%	9%	nt	?	nt	0%
Cc1[nH]c(=O)c(C#N)c(C)c1[N+](=O)[O-]	nt	-7%	0%	8%	nt	11%	nt	-3%
CCOC(=O)c1c(C)sc(Sc2ccc(Cl)cc2[N+](=O)[O-])c1OC	5%	-13%	-14%	2%	-1%	-4%	-4%	6%
COc1ccc(C(=O)NCC(=O)NCC(c2ccco2)N(C)C)cc1OC (stereo not given)	2%	14%	16%	0%	6%	?	-2%	-4%
O=C(Nc1ccc(N2CCCC2)cc1)c1ccccc1F	?	-4%	-2%	-2%	2.8µM*	-3%	2%	-3%
C=CCc1ccc(OCCCCNC2CCCC2)c(OC)c1	-6%	-2%	4%	4%	-27%	?	5%	0%
O=C(CSc1nnnn1-c1ccc(O)cc1)c1ccc(F)cc1	nt	-12%	-6%	6%	nt	-21%	nt	12%
Cc1ccc(NC(=O)CSc2nc3ccccc3c(=O)n2CCCC(=O)NCCCN2CCOCC2)cc1	-4%	4%	-9%	-3%	-13%	6%	2%	-4%
O=C(N[C@@H](Cc1ccccc1)C(=O)OCc1ccccc1)c1nc[nH]c1C(=O)N1CCN(c2ccccc2)CC1	nt	-8%	-1%	-10%	nt	3%	nt	-5%
COCCN1C(=O)N[C@@H](CCc2ccccc2)[C@H](C(=O)OC)[C@H]1C	-12%[13.5 µM]	nt	5%[14.2 µM]	2%[17.5 µM]	8%[9.22 µM]	10%[11.4 µM]	nt	-2%[17.4 µM]
C=C1C(=O)[C@]23[C@H](O)[C@H]1CC[C@H]2[C@@]12COC3(O)[C@H](O)[C@@H]1C(C)(C)CC[C@@H]2O	9%	nt	-4%	-3%	nt	nt	nt	-5%
CCC(CC)c1nnc(NC(=O)CN2C(=O)c3ccccc3C2=O)s1	-4%	-17%	5%	-19%	-4%	3%	3%	-12%
Cc1ccccc1/C=N/NC(=O)Cn1cnc([N+](=O)[O-])n1	8%	6%	5%	1%	2%	-2%	2%	-4%
COc1ccc(-c2cc(=O)oc3cc4occ(C)c4cc23)cc1	-5%	-2%	-2%	-2%	-27%	-25%	2%	0%
CSc1ncccc1C(=O)OCC(=O)c1cccc(Br)c1	0%	2%	7%	-5%	7%	-30%	-7%	-5%
O=C1OC(c2ccco2)=N/C1=C\c1ccc(-c2cccc(C(F)(F)F)c2)o1	?	9%	191%[activator]	-20%	-10%	-22%	4%	-4%
N#C/C=C1\Sc2ccccc2C(=O)N1CC(=O)N1CCN(S(=O)(=O)c2ccccc2)CC1	?	-1%	8%	17%	19%	?	-13%	-16%
O=C(Cn1c2[n+](c3ccccc31)CC(O)CS2)c1ccccc1 (stereo not given)	-1%	9%	15%	-1%	nt	-12%	?	-1%
Cc1ccc(S(=O)(=O)NCc2ccccc2)cc1	-4%	-4%[76.3 µM]	4%	0%	nt	-1%	nt	3%
Other records:
SMILES	ALDH1A1 inh	GAA glycogen	RGS12 GoLoco inh	GLA spleen mod	SMN2 splice up	JMJD2E inh	GAA inh	GAA spleen mod
O=C(O)c1ccccc1N/N=C/c1c(Sc2nnnn2-c2ccccc2)nc2ccccn2c1=O	2µM*	?	112%[activator]	2%	nt	-4%	?	-2%
O=[N+]([O-])c1cccc(N/N=C/c2cccc(O)c2O)c1	?	?	11%	-3%	?	14µM*	-7%	-4%
Nc1c(C(=O)c2ccccc2)oc2ccc([N+](=O)[O-])cc12	nt	1%	0%	-11%	nt	-13%	nt	7%
c1ccc(-c2ccccc2-n2cnnn2)cc1	?	5%	3%	13%	-11%	2%	-1%	-4%
NC(=O)C1(C(N)=O)OC1c1ccccc1 (stereo not given)	nt	3%	5%	-7%	nt	7%	nt	-11%
COc1cccc(N2CC(C(=O)Nc3c(C)cccc3C)CC2=O)c1 (stereo not given)	8%	5%	1%	-6%	-18%	8%	-3%	-10%
CCC(C)[C@H](NC(=O)NCc1ccc(F)cc1)C(=O)O (stereo not given in full)	7%	8%	-13%	-2%	nt	-10%	4%	1%
S=P(N1CC1)(N1CC1)N1CC1	-4%	nt	8%&-9%	1%	-65%[inhibitor]	-4%	nt	3%
CCCCOC(=O)Nc1cc(C(=O)OC)ccc1C(=O)OC	?	-14%	-2%	0%	-22%	?	-5%	-8%
Cc1ccc(-c2nnn(CC(=O)N3CCN(c4nc5ccccc5s4)CC3)n2)cc1	-7%	3%	1%	7%	-15%	5%	-5%	0%
COC(=O)[C@@]1(C)CCC[C@@]2(C)c3ccc(O)c(C(C)C)c3CCC21 (stereo not given in full)	-1%	nt	2%	-5%	-33%[inhibitor]	-9%	nt	8%
COc1ccc(CC(=O)OCC(=O)Nc2ccc3c(c2)OCO3)cc1OC	-31%	1%	20%	-5%	21%	-7%	2%	-10%
COc1cc2nc(CN3CCN(c4ncc(C(F)(F)F)cc4Cl)CC3)[nH]c(=O)c2cc1OC	3%	-1%	2%	-6%	-3%	-3%	5%	4%
O=C(C(Cl)Cl)N1CCN(c2ccccn2)CC1	?	-5%	-6%	-2%	1%	-13%	6%	0%
O=C1N(c2ccc(Cl)cc2)C(c2ccccc2)N2CCCN12 (stereo not given)	11%	7%	-10%	5%	12%	2%	3%	-9%
COC(=O)c1cc(-c2ccc(OC)cc2)n[nH]1	-9%	-3%	12%	6%	?	9%	6%	3%
CCN1CCCC1CNC(=O)Cn1cnc2ccc(S(=O)(=O)N3CCC(C)CC3)cc2c1=O (stereo not given)	7%	-2%	1%	2%	-7%	-7%	5%	1%
COc1ccc(-n2c(C)c(C(C)=O)c3cc(O)ccc32)cc1	-9%	-4%	89%[activator]	-1%	-11%	3%	6%	-7%
O=C1CC(Sc2ccc(Cl)cc2)C(=O)N1Cc1ccncc1 (stereo not given)	nt	0%	-3%	-2%	nt	-10%	nt	1%
NC(=O)c1ccc(NC(=O)c2ccc(CN3CCOCC3)cc2)cc1	14%	-1%	10%	0%	22%	6%	-3%	1%
c1csc(Cc2nc3ccccc3[nH]2)c1	4%	-2%	1%	-1%	12%	5%	-3%	-4%
Cn1c(=O)c(NCCc2ccccc2)c2c3c(cccc31)C(=O)c1ccccc1-2	3%	-7%	4.5µM*	5%	-14%	-7%	?	-2%
CCCCC1CCCC12NC(=O)NC2=O (stereo not given)	nt	-1%	2%	1%	nt	-3%	nt	-5%
O=Cc1[nH]c2ccccc2c1N(C(=O)CCl)c1ccc([N+](=O)[O-])cc1	7.9µM*	?	9%	-1%	nt	-5%	-8%	7%
N#CC(C#N)=Cc1ccc(NC(=O)c2ccc(Br)cc2)cc1	nt	5%	11%	-2%	nt	20µM*	nt	-3%

An excerpt from above in order of SMILES length, ascending.
SMILES	ALDH1A1 inh	GAA glycogen	RGS12 GoLoco inh	GLA spleen mod	SMN2 splice up	JMJD2E inh	GAA inh	GAA spleen mod
CCCCOC(=O)Nc1cc(C(=O)OC)ccc1C(=O)OC	?	-14%	-2%	0%	-22%	?	-5%	-8%
Cc1[nH]c(=O)c(C#N)c(C)c1[N+](=O)[O-]	nt	-7%	0%	8%	nt	11%	nt	-3%
O=[N+]([O-])c1cccc(N/N=C/c2cccc(O)c2O)c1	?	?	11%	-3%	?	14µM*	-7%	-4%

(cont.)
SMILES	ALDH1A1 inh	GAA glycogen	RGS12 GoLoco inh	GLA spleen mod	SMN2 splice up	JMJD2E inh	GAA inh	GAA spleen mod
COc1ccc(/C=C/C(=O)NC(=S)NNC(=O)c2ccco2)cc1OC	nt	-1%	6%	-5%	nt	?	nt	-2%
CO/N=C\CC(=O)Nc1ccc(Cl)cc1Cl	13%	0%	5%	3%	26%	1%	8%	-4%
Cc1ccccc1CSCCNC(=O)CSCc1ccc([N+](=O)[O-])cc1	?	-7%	-8%	3%	-12%	-4%	2%	-3%
C(=N\c1nccs1)/c1c[nH]c2ccccc12	13µM*	-1%	7%	0%	-5%	2%	3%	-3%
Cn1c(/C=C/c2ccccc2)nc2ccccc21	?	6%	12%	11%	nt	?	7%	6%
C=CCN=C1S/C(=C\c2ccc(N(C)C)cc2)C(=O)N1CC=C	nt	3%	46%[activator]	-8%	nt	-10%	nt	-6%
Cc1ccc(NC(=S)NC(NC(=O)c2ccco2)C(Cl)(Cl)Cl)cc1 (stereo not given)	28µM*	-6%	47%[activator]	4%	10%	3%	-8%	-1%
O=C1COc2ccc(C(=O)CSc3ccccc3C(=O)O)cc2N1	nt	4%	6%	-2%	nt	5%	nt	-2%
COC(=O)C1=C(N)OC2=C(C(=O)CC(C)(C)C2)C1c1ccoc1 (stereo not given)	?	2%	3%	-2%	0%	0%	2%	1%
COc1nccnc1NS(=O)(=O)c1ccc(N=Cc2c(C)[nH]n(-c3ccc(Cl)cc3)c2=O)cc1	-2%	-5%	4%	-13%	2%	-3%	5%	-25%
Cc1ccc(C)c(NC(=S)NC(NC(=O)N(C)C)C(Cl)(Cl)Cl)c1 (stereo not given)	?	6%	-3%	5%	23%	1%	2%	2%
CS(=O)(=O)c1ccc(C(=O)NCCN2C(=O)S/C(=C\c3cccnc3)C2=O)cc1[N+](=O)[O-]	?	1%	4%	9%	?	-16%	9%	1%
COc1ccc(-n2c(O)c(C=NCC(c3ccco3)N3CCCC3)c3ccccc3c2=O)cc1OC (stereo not given)	-15%	3%	36%[activator]	10%	-3%	?	-11%	nt
CCc1cc2c(=O)c(-c3cscn3)coc2c(CN(C)C)c1O	?	2%	7%	2%	-17%	?	4%	-4%

This is a subset (hit frequency here may not be typical).
